# Screening results as filed in PubChem BioAssay.
# D2 antag: antagonists of human D2 dopamine receptor | P14416 | HEK293 TREx D2 cells, calcium flux, dopamine EC80 | inhibition, % at 10 µM | actives 2% (n = 340,000) | AID 485344; in the data active = inhibition above about 30%; note: 0% is about no effect
#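 Compounds are added to dye-loaded, induced HEK293 T-REx cells coupled to calcium release via D2; after a 3 min kinetic read an EC80 dopamine stimulus is given and fluorescence is recorded for 3 more min.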
# D2 ag: activates the human D2 dopamine receptor; P14416; activation, % at 2 µM; actives 0.53% (n = 340,000); HEK293 T-REx D2 cells, calcium flux agonist mode;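 active = activation over 3 SD above normal in the single-dose calcium agonist read, cut at about 30% in these data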; note: 0% is about no effect
#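 Calcium-flux readout, 1 cycle/sec over 180 s following compound pin transfer, in inducible HEK293 Trex D2 cells (force-coupled); dopamine controls included. Positive calcium responses during this window marked compounds as potential agonists.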
# D1 antag: human D1 dopamine receptor antagonism | AID 504652 | activity change, negative = inhibition, % at 10 µM | HEK293 TREx D1 cells, calcium flux, dopamine EC80; hits give low values | actives 3.2% (n = 360,000); in the data active = activity change below about -30%; note: % is set by controls: 0 for no effect and ±100 for the full control effect
#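 HEK293 T-REx cells expressing inducible, force-coupled D1 receptor; no-wash Ca dye, 30–90 min RT. Cmpd → 180 s read at 1 Hz → EC80 DA → 180 s read.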
# D1 agonist: activates the human D1 dopamine receptor. P21728. AID 504660. HEK293 T-REx D1 cells, calcium flux, agonist mode. actives 1% (n = 360,000). activation, % at 2 µM; in the data active = activation above about 30%; note: 0% is about no effect
#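 Tetracycline-induced HEK293 TREx D1 cells, force-coupled to calcium signalling, were dye-loaded with a no-wash calcium kit. Compound was pin-added after a 10 s baseline. Fluorescence was read kinetically at 1 cycle/s for 180 s, with calcium rises flagged as agonism.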
# D2 potentiator: D2 dopamine receptor (human) potentiation. P14416. HEK293 T-REx D2, calcium flux, EC20 dopamine potentiation. potentiation, % at 10 µM. actives 0.34% (n = 340,000);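 active = potentiation over 3 SD above the plate norm, cut at about 30% in these data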; note: 0% is about no effect
#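 Tetracycline-induced HEK293 T-REx cells force-coupled to calcium signalling expressed D2; compounds were pin-added after a 10 s baseline, read kinetically 180 s, then an EC20 dopamine challenge followed with a further 180 s calcium read.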
# TRHR enhancer: allosterically enhances the human TRH receptor | TRHR cells, fluo-8 calcium fluorescence, EC20 TRH enhancement | enhancement, % at 2 µM | actives 0.66% (n = 360,000); in the data active = enhancement above about 30%; note: 0% is about no effect
#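 Enhancer read-out: after compound pinning and an initial kinetic agonist-mode read, an EC20 of TRH (10 nM final) was injected and fluo-8 calcium signal (Ex 480/Em 530) followed at 1 s/cycle for 100 cycles in TRHR-expressing cells.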
# D1 potentiator: potentiators of human D1 dopamine receptor; P21728; HEK293 TREx D1 cells, calcium flux, dopamine EC20 potentiation; potentiation, % at 10 µM; actives 0.036% (n = 360,000); AID 504651; in the data active = potentiation above about 30%; note: 0% is about no effect
# RXFP1 antagonist: blocks the human relaxin receptor RXFP1; Q9HBX9; HEK293-RXFP1, relaxin-stimulated cAMP HTRF, 30 min; hits give low values; activity change, negative = inhibition, % at 57.5 µM; actives 0.59% (n = 350,000); AID 1259400;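 active = activity change of -60% or lower, but not beyond a set lower limit; inconclusive = change between -60% and -40%, or beyond the set limit; inactive = change above -40%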; note: % is set by controls: 0 for no effect and ±100 for the full control effect
# Target sequence (Q9HBX9 whole entry, looked up): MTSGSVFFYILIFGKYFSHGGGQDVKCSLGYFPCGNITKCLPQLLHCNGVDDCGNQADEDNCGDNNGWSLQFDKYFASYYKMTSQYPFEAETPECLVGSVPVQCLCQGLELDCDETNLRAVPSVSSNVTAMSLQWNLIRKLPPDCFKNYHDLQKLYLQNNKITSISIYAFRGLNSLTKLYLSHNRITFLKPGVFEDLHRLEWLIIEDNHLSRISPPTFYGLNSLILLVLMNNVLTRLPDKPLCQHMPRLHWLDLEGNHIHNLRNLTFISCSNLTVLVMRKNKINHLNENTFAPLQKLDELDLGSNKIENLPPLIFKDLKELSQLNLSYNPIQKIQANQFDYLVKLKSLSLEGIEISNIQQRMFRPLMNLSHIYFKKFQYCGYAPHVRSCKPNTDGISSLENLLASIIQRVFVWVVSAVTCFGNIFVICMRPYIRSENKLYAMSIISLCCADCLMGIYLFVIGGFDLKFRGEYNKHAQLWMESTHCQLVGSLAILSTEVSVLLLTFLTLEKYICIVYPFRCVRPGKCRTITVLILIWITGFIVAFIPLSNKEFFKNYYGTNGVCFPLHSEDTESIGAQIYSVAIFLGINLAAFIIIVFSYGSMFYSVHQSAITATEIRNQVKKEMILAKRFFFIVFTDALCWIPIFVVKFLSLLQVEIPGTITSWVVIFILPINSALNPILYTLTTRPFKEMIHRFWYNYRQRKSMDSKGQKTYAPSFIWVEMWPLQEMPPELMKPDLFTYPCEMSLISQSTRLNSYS
# RXFP1 ag: RXFP1 (human) receptor agonism. Q9HBX9. HEK293T-RXFP1 cAMP TR-FRET, 30 min; response scale: percent of porcine relaxin response, buffer zero. Potency, µM (titrated, usually from 57.5 µM), for inactives: at the highest dose activation, hits mostly activators. actives 0.3% (n = 370,000). AID 2676; active = well fitted activation curve with a large enough effect; inconclusive = small, poorly fitted or top-dose-only effect; note: potency is the fitted concentration of half-maximal effect; % is set by controls: 0 for no effect and ±100 for the full control effect; nearly all actives have a fitted effect of over 60% in size; many of its hits are not listed in these tables
#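 HEK293T cells stably expressing RXFP1 were pretreated with the PDE4 inhibitor Ro 20174, exposed to compounds for 30 min at 37C, lysed, and cAMP was read by TR-FRET. Data normalized to buffer (basal) and 29 nM porcine relaxin (100%).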
# * = called active by the depositor; ? = inconclusive; / = not tested or not shown; & = joins results of further samples.
compound	D2 antag	D2 ag	D1 antag	D1 agonist	D2 potentiator	TRHR enhancer	D1 potentiator	RXFP1 antagonist	RXFP1 ag
Cc1nc2ncnn2c(Nc2ccc3c(c2)OCO3)c1Cc1ccccc1	14	0.3	-7	0	0	-2	-3	0	0.2%
CC1CN(S(=O)(=O)c2ccc3c(c2)NC(=O)CC(=O)N3)c2ccccc2O1 (stereo not drawn)	/	-0.4	1	1	-6	-1	1	-3	0.7%
Cc1ccnc(NC(=O)c2cc3cc(F)ccc3s2)c1	7	-0.1	-8	7	1	-3	/	-10	6.7%
C=C1C(=O)C=C2CN(C(=O)c3ccccc3)[C@@](Cc3ccc(F)cc3)(C(=O)OC)[C@@H]12	44*	24	-35*	90*	9	0	5	/	-1.6%
CN(C)c1ccc(NC(=O)CN2C(=O)c3ccccc3C2=O)cc1	4	0.2	-5	-1	1	-5	-3	-10	-3.7%
CC(=O)N1CCc2c(sc3c2c(=O)n(-c2ccccc2)c(=O)n3CC(=O)c2ccc(F)cc2)C1	/	-0.2	22	1	18	7	0	/	0.0%
COc1ccccc1N1C(=O)C2C3C=CC(C3)C2(C)C1=O (stereo not drawn)	-8	0.9	31	2	-3	-3	-8	-4	0.8%
COc1ccc(-n2nc(C(=O)Nc3cc(OC)c(OC)c(OC)c3)c3ccccc3c2=O)c(OC)c1	10	-0.4	-6	0	16	-1	-5	2	-0.6%
O=S(=O)(c1cc(Cl)ccc1Cl)N1CCN(Cc2ccc3c(c2)OCO3)CC1	25	1.2	-3	2	2	-5	-3	/	0.9%
O=C(NC1CCCC1)c1ccc2c(c1)N(Cc1ccccc1)CCS2	-6	-0.1	-21	4	-4	-7	-3	35	20%

# Single records, from the list above. Order of values: D2 antag, D2 ag, D1 antag, D1 agonist, D2 potentiator, TRHR enhancer, D1 potentiator, RXFP1 antagonist, RXFP1 ag
# Cc1nc2ncnn2c(Nc2ccc3c(c2)OCO3)c1Cc1ccccc1 in the list: 14, 0.3, -7, 0, 0, -2, -3, 0, 0.2%
# CC1CN(S(=O)(=O)c2ccc3c(c2)NC(=O)CC(=O)N3)c2ccccc2O1 (stereo not drawn) in the list: /, -0.4, 1, 1, -6, -1, 1, -3, 0.7%

# The list continues.
compound	D2 antag	D2 ag	D1 antag	D1 agonist	D2 potentiator	TRHR enhancer	D1 potentiator	RXFP1 antagonist	RXFP1 ag
COc1cccc(-c2c(C#N)c(N)nc3c2c(C)nn3-c2ccccc2)c1O	-18	0.7	-1	3	-2	-5	-4	-10	-0.8%
S=C(NCc1ccc2c(c1)OCO2)NC1CCN(Cc2ccccc2)CC1	103*	2.5	-15	38*	-46	-4	-6	-7	-2.9%
CC(=O)Nc1ccc2c(c1)nc(CCNC(=O)c1ccco1)n2C	-12	0.2	1	3	-2	1	-11	-1	1.5%
COc1ccccc1C1C2CCCCC2(O)CCN1CC(=O)Nc1ccccc1 (stereo not drawn)	1	1.0	-19	4	-4	-2	1	1	0.8%
Cc1nn(Cc2ccc(Cl)cc2)c(C)c1NC(=O)CCCn1nc([N+](=O)[O-])c(Cl)c1C	/	/	-17	2	5	-3	-1	-8	6.9%
CN(C)c1ccc(S(=O)(=O)NCC(=O)OCC(=O)c2ccc[nH]2)cc1[N+](=O)[O-]	14	0.2	-19	2	4	-4	1	-6	0.9%
O=C(NCCCN1CCN(c2ccc(F)cc2)CC1)C1COc2ccccc2C1 (stereo not drawn)	/	4.4	-6	11	-16	-6	-5	-2	-1.6%
CCc1ccc(NC(=O)CCCc2nc(-c3ccco3)no2)cc1	/	-1.5	-2	-1	9	0	1	-9	-3.8%
CN1C(=O)C2CCCCN2c2ccc(C(=O)NCc3ccccc3Br)cc21 (stereo not drawn)	/	/	-7	0	1	12	-1	-7	0.9%
CCOC(=O)C1CCCN(C(=S)Nc2ccc(OC)cc2)C1 (stereo not drawn)	-4	1.0	16	3	-2	4	8	1	3.3%

# Look-ups from the list.
# CN(C)c1ccc(S(=O)(=O)NCC(=O)OCC(=O)c2ccc[nH]2)cc1[N+](=O)[O-] @ D2 antag: 14
# Cc1ccnc(NC(=O)c2cc3cc(F)ccc3s2)c1 @ D1 antag: -8
# COc1ccccc1N1C(=O)C2C3C=CC(C3)C2(C)C1=O (stereo not drawn) @ TRHR enhancer: -3
# Cc1nn(Cc2ccc(Cl)cc2)c(C)c1NC(=O)CCCn1nc([N+](=O)[O-])c(Cl)c1C @ D1 antag: -17

# (cont.)
compound	D2 antag	D2 ag	D1 antag	D1 agonist	D2 potentiator	TRHR enhancer	D1 potentiator	RXFP1 antagonist	RXFP1 ag
CN1C(=O)C2(C(C#N)=C(N)Oc3n[nH]c(-c4ccc(Cl)cc4)c32)c2ccccc21 (stereo not drawn)	8	0.6	-8	4	-3	3	-4	-8	1.9%
CCOc1ccc(NC(=O)c2ccc(-c3ccccc3)s2)cc1	/	0.0	-21	-1	-4	14	2	-5	2.9%
Cc1cc(N2CCN(C)CC2)nc2ccc(NC(=S)NC3CC3)cc12	12	-0.3	-8	1	-3	3	-4	8	-1.6%
Cc1cc2ccccc2n2c(SCC(=O)Nc3ccc(S(=O)(=O)N4CCC(C)CC4)cc3)nnc12	/	/	2	1	/	6	-2	13	-0.8%
CN(C)c1cc[n+](Cc2ccccc2)cc1	0	-0.5	10	2	3	7	-5	-4	-1.8%
COc1ccc(S(=O)(=O)Nc2cccc(-c3ccc(N4CCCC4)nn3)c2)cc1F	/	-0.9	-23	4	-3	4	-1	-3	0.8%
O=C(O)c1ccc(N2CCN(Cc3ccc4c(c3)OCO4)CC2)c([N+](=O)[O-])c1	-6	0.3	9	3	-5	6	-5	-7	-0.3%
COc1ccc([C@@H]2C[C@H](c3ccccc3)Oc3cc(C)cc(C)c32)cc1	27	1.2	-13	6	5	9	-4	/	0.0%
CN(C)c1ccc(NC(=S)N(CCc2ccccc2)C2CC(=O)N(c3c(Cl)cccc3Cl)C2=O)cc1 (stereo not drawn)	-15	0.5	-3	0	8	-2	8	-2	2.2%
Cc1ccc(C(C)C)cc1OCCOCCN1CCCC1	28	0.9	3	4	-18	-2	-7	1	0.0%
COc1ccc2c(CC(=O)Nc3ccc(OC)nc3)coc2c1	-6	0.6	1	0	-2	0	-1	0	2.5%
O=C(CN(Cc1ccco1)C(=O)c1ccccc1)Nc1ccc(Cl)c(Cl)c1	-1	-0.8	21	1	6	3	0	2	-0.2%
CC(C)CSC1=NSC2=NC(=O)/C(=C\c3coc4ccccc4c3=O)C(=N)N12	-13	26	-22	240*	0	-3	-9	-12	9.4%
Nc1nnc(-c2cccnc2)s1	2&1	-0.5&0.9	-3&2	2&4	2&-1	-3&0	-6&0	10	0.0%&-0.1%
COc1ccc(C(=O)Nc2nnc(-c3ccc(F)cc3)s2)c(OC)c1	14	0.7	10	1	3	2	2	-10	-0.1%
COC/C=C/C1=CC2=CC(=O)C(C)(OC(=O)c3cnc4ccccc4n3)C(=O)C2=CN1C(CO)CO (stereo not drawn)	-1	0.4	4	5	8	5	1	/	0.0%
Cc1cccc(NC(=O)CCC(=O)Nc2nnc(C(F)(F)F)s2)c1	14	-0.4	3	3	-7	22	-3	-25	1.5%
Cc1ccc(C(=O)COC(=O)CCC(=O)Nc2ccc(Oc3ccccc3)cc2)cc1	/	-0.3	-15	2	-2	3	0	-2	3.5%
COc1ccc2c(N)c(C(=O)NN)[nH]c2c1	3	1.1	-17	0	-2	5	-3	-16	-0.3%
O=C(NNC(=O)c1cccc(S(=O)(=O)N2CCc3ccccc32)c1)c1ccccc1	17	0.6	-16	1	4	-1	-4	-6	2.8%
COc1ccc(NC(=O)c2ccc3c(=O)n(-c4ccc(OC)cc4OC)c(=S)[nH]c3c2)cc1	5	-0.2	9	4	5	-5	-12	-13	0.6%
O=c1[nH]c(-c2ccccc2)nn1-c1ccc(Br)cc1Br	-9	1.4	6	3	7	-3	4	-5	1.6%
CCOC(=O)C1=C(O)/C(=C/c2ccc(OCC(=O)O)c(OCC)c2)SC1=Nc1ccc(OC)cc1	5	-0.1	19	1	16	-3	0	2	0.8%
CCC(C)C(NC(=O)c1ccccc1NC(=O)c1ccco1)C(=O)NNC(=O)c1ccc(OC)cc1 (stereo not drawn)	-4	-0.9	-63*	-1	-14	-21	-7	-7	-1.1%
CCOc1ccccc1NS(=O)(=O)c1ccc2c(c1)CC(C)N2C(=O)C1CC1 (stereo not drawn)	/	-2.0	-25	12	4	6	1	-20	-1.9%
COc1cc(NC(=O)C2=CC(c3cccs3)=NS(=O)(=O)N2C)cc(OC)c1OC	14	4.6	-28	1	-1	1	-10	-14	2.9%
CC1CN(c2nc3ccccn3c(=O)c2/C=C(\C#N)C(=O)N2CCOCC2)CC(C)O1 (stereo not drawn)	-1	0.0	2	0	-7	6	3	-16	0.5%
CCCN1C(=O)c2cc(C(=O)Nc3ccccc3OC)ccc2C1Nc1ccccc1OC (stereo not drawn)	15	-0.5	0	5	7	22	1	?	-3.0%
Cn1c(=O)c2c(ncn2CC(=O)Nc2nnc(Cc3ccccc3)s2)n(C)c1=O	-12	-0.3	-9	2	-4	-4	-5	2	4.4%
Cc1ccc2c(c1)C(c1ccncc1)=NNC(c1ccc(C(C)C)cc1)=N2	-2	0.6	-6	2	8	6	-5	/	1.5%
CCCCNC(=O)C(CC)(ONc1ccccc1C(F)(F)F)c1ccccc1 (stereo not drawn)	-10	0.5	-5	0	7	1	0	/	1.5%
O=C(CSc1nnc(-c2cccnc2)n1Cc1ccccc1)N1CCOCC1	-3	0.0	-9	3	-12	-9	-1	6	-0.5%
Cc1cc(C)cc(NC(=O)N(CCC#N)Cc2cccs2)c1	2	0.1	-4	1	4	-3	-12	-8	1.5%
O=C(COC(=O)CNC(=O)c1ccc(Cl)cc1Cl)NC(=O)NCc1ccccc1	23	-0.3	11	5	-3	-4	-2	1	0.7%
CCCCOC(=O)c1ccc(OC(=O)c2sc3ncn(Cc4ccccc4Cl)c(=O)c3c2C)cc1	/	-0.2	8	2	-4	-6	-2	3	13%
COc1ccc(CNCCC(c2ccccc2)C2CCOC(C)(C)C2)cc1 (stereo not drawn)	23	1.0	4	8	-6	6	-1	-22	1.6%
CCOC(=O)c1c2c([nH]c(=S)c1C#N)CCCC2	/	/	38	0	1	0	-3	-7	-1.6%
CCOc1cc(C)c(Cl)cc1S(=O)(=O)N1CCCC1	-18	-0.7	-10	1	7	-3	-4	4	1.6%
CC1CC(C)(C)CC2(C1)NC(=O)N(CC(=O)NC1CCCc3ccccc31)C2=O (stereo not drawn)	3	0.0	-12	-1	-8	-2	-3	/	1.3%
CCOC(=O)c1sc(NC(=O)C2CC(=O)N(c3ccc(OCC)cc3)C2)nc1C (stereo not drawn)	3	-0.1	3	2	-1	2	-1	-7	1.5%
Cn1cc2ccc(N)cc2n1	13	-0.5	4	1	1	-6	-3	-6	-0.3%

# This is a subset. The share of hits here may be higher or lower than overall.
